Source: PubChem
GPR55 beta-arrestin – GPR55 agonists via beta-arrestin recruitment, primary screen, imaging, U2OS cells, beta-arrestin-GFP redistribution (AID 1961); U2OS GPR55 beta-arrestin-GFP redistribution imaging; higher % means a stronger effect; 0.048% of 290,000 active; activation, % at 10 µM, or EC50 in µM where a hit was titrated;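 active = activation above 40% with more than 50 cells counted in the well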;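 also: U2OS osteosarcoma cells stably expressing GPR55 and beta-arrestin-GFP; plate controls were DMSO negative control for no effect and LPI positive control for full effect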
KOR beta-arrestin-1 – KOR antagonists, beta-arrestin recruitment, cell-based, luminescence, uHTS (AID 1778) | inhibition, % at 10 µM, or IC50 in µM where a hit was titrated | 0.091% of 290,000 active | KOR beta-arrestin recruitment, luminescence, antagonist mode; higher % means a stronger effect; in the data active = inhibition above about 50%; also: strong numbers were not always called active
T cell HTS – modulates CD8 T cell binding to vesicles. AID 2052. 2C CD8+ T cell-vesicle binding, flow cytometry; stronger effect = lower value. calls only at 7 µM. 0.068% of 330,000 active;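 active = response, share of CD8 T cells binding vesicles, and their 90th percentile fluorescence all below set limits, cut at about 80% in these data, passing the limit was not always enough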
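Also added: QL9-peptide-loaded Drosophila micro-vesicles bearing Ld, ICAM-1 and B7-1; Test system: purified 2C TCR transgenic mouse naive CD8+ T cells; Measured by: cytometric PE anti-B7-1 and Alexa647 anti-CD8 signals after 1% paraformaldehyde fixation; Timing: binding step 1.5 h, 37 °C, antibody labelling 20 min, ice.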
KOR beta-arrestin-2 – kappa opioid receptor activators – cell-based, luminescence, uHTS, primary screen (AID 1777); activation, % at 10 µM, or EC50 in µM where a hit was titrated; 0.02% of 280,000 active; KOR beta-arrestin recruitment, luminescence; higher % means a stronger effect; in the data active = activation above about 50%, passing the limit was not always enough; also: a part of the inactive calls stands beside numbers as strong as those of hits
NTR1 agonist – NTR1-driven beta-arrestin-GFP spot formation – imaging, U2OS cells, high content, primary screen (AID 493036); 0.17% of 330,000 active; activation, % at 20 µM; P30989; agonist mode;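 active = activation at or above 40% of the spot to cytoplasm intensity ratio, with at least 20 cells analyzed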;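 also: 0% = DMSO without peptide and 100% = 100 nM NTR1 peptide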
Target sequence (P30989 whole entry, looked up): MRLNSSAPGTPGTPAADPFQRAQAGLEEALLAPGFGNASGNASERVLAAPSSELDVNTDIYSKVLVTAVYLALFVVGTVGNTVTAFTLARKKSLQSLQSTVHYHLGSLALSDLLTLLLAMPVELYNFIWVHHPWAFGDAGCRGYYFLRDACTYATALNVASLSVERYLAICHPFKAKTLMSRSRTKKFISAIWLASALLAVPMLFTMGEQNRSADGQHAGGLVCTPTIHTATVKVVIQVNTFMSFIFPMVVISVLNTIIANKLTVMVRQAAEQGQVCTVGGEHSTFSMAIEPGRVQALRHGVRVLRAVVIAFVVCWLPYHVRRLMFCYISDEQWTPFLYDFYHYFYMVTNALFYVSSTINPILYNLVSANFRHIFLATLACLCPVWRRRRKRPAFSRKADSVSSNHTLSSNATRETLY
PhoP inhibition – inhibitors of PhoP regulon expression, primary screen, Salmonella Typhimurium, GFP reporter (AID 1863) | S. Typhimurium PhoP-regulated promoter GFP reporter, 4 h; higher % means a stronger effect | 0.16% of 300,000 active | one-dose inhibition, % at 50 µM; IC50 in µM for titrated hits;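 active = inhibition over 29.93%, a cutoff 3 SD above the screen mean, later confirmed by dose response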;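 also: 0% = low Mg2+ inducing control and 100% = high Mg2+ repressing control; strong numbers were not always called active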
GPR35 arrestin U2OS – inhibition of zaprinast-stimulated GPR35 beta-arrestin translocation – imaging, U2OS, beta-arrestin-GFP, zaprinast agonist, primary screen (AID 2058); U2OS GPR35 beta-arrestin-GFP translocation imaging, zaprinast antagonism; higher % means a stronger effect; inhibition, % at 10 µM; hits with a dose series show IC50 in µM; 0.052% of 290,000 active;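 active = inhibition of at least 50% with at least 30 cells and total cytoplasm GFP at most 10,000,000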
West Nile virus CPE – inhibition of WNV-induced cytopathic effect – cell-based, CPE readout (AID 1621). West Nile virus-infected cells, CPE inhibition; higher % means a stronger effect. 0.02% of 290,000 active. one-dose CPE inhibition, % at 10 µM; IC50 in µM for titrated hits; in the data active = a potency from the dose series; also: strong numbers were not always called active
GPR55 LPI antagonism – GPR55 antagonists blocking LPI-driven arrestin recruitment, primary screen, imaging, U2OS, beta-arrestin-GFP, LPI agonist (AID 2013) | U2OS GPR55 beta-arrestin-GFP translocation imaging, LPI antagonism; higher % means a stronger effect | one-dose inhibition, % at 10 µM; IC50 in µM for titrated hits | 0.13% of 290,000 active;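 active = spots per cell inhibited over 60%, with over 100 cells counted and total cytoplasm intensity under 500,000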;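 also: U2OS cells stably carrying GPR55 and arrestin-GFP stimulated by 5 µM LPI near EC80; imaged beta-arrestin-GFP aggregate spots per cell after agonist stimulation; plate controls were LPI-stimulated DMSO wells for no effect and DMSO wells without LPI for full effect; some results filed as inactive read as strong as hits; confirmed hits need IC50 under 10 µM and bright autofluorescent wells are also inconclusive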
T cell HTS vesicle-bound % – recorded beside T cell HTS, whose call it bears; double positive events, %; measured here: CD8+ vesicle-bound cell fraction;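 binding gate set so that unloaded-vesicle control wells show 10% double positive cells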
NTR1 agonist cell count 20 µM – second read-out of NTR1 agonist, no call of its own (marks repeat the call); cell count; measured here: cell count, cytotoxicity flag
Numbers without * were called inactive; i = inactive; x = no result given; + = active, no number; [ ] = remark or other dose.

SMILES	GPR55 beta-arrestin	KOR beta-arrestin-1	T cell HTS	T cell HTS vesicle-bound %	KOR beta-arrestin-2	NTR1 agonist	NTR1 agonist cell count 20 µM	PhoP inhibition	GPR35 arrestin U2OS	West Nile virus CPE	GPR55 LPI antagonism
Cn1c(=O)c(C(N)=S)cn(-c2ccccc2)c1=O	-0.1%	-11%	i	54	9.8%	1.5	77	-2%	0%	1.1%	-9%
CCC(C)(C)NC(=O)Cn1c(=O)oc2cc(S(=O)(=O)N3CC(C)CC(C)C3)ccc21 (stereo unspecified)	0.1%	-10%	i	44	-4.5%	0.4	59	-1%	-2%	1.0%	22%
CC(C)C(=O)OCC(=O)NCc1ccccc1Cl	0.1%	-7%	i	40	-3.1%	-0.2	58	3%	-3%	-0.1%	4%
Cc1noc(/C=C/N(C)C)c1S(=O)(=O)N1CCC(C(=O)Nc2ccc(Cl)cc2)CC1	-0.1%	14%	i	31	-3.1%	2.4	62	5%	-17%	-0.3%	-2%
Cc1nc(C/C(=N\N)c2ccc(O)cc2O)cs1	-0.3%	7%	i	36	-2.7%	2.1	53	-2%	28%	0.3%	-23%
CC1C(=O)N2CCCc3cc(S(=O)(=O)NCc4ccc(Cl)cc4)cc1c32 (stereo unspecified)	0.2%	0%	i	21	-4.7%	0.1	49	-7%	-1%	-0.6%	8%
CC(=O)NC(CCS(C)(=O)=O)C(=O)Nc1cc(C)on1 (stereo unspecified)	0.0%	31%	i	15	4.0%	4.9	58	x	-5%	0.0%	0%
Cc1cc(C)c(-c2cc(C)nc3ncnn23)c(C)c1	0.1%	-16%	i	25	2.9%	1.7	43	0%	-3%	-0.4%	4%
Cc1ccc(/C=C/C(=O)c2cc(Br)ccc2OC(=O)c2ccco2)cc1	4.0%	-23%	i	50	-3.4%	3.2	84	1%	1%	0.7%	5%
O=c1[nH]c(CN2CCN(c3ccccc3)CC2)nc2scc(-c3ccccc3)c12	-0.2%	-12%	i	37	-1.6%	0.2	50	-13%	12%	-0.2%	4%
O=C(Nc1cccnc1)C1CCCN(S(=O)(=O)c2cccc3nsnc23)C1 (stereo unspecified)	-0.1%	-2%	i	23	-2.8%	0.3	77	-8%	-2%	-0.1%	2%
COc1cc(/C=N/NC(=O)c2cc(C)n(-c3ccc(F)cc3)c2C)cc(OC)c1O	0.4%	-12%	i	17	-2.0%	-1.0	80	4%	-12%	-0.5%	-15%
CC(C)CC1C(C#N)=C(N)Oc2n[nH]c(-c3ccccc3)c21 (stereo unspecified)	-0.2%	-6%	+	1.3*	-4.0%	-1.5	103	4%	-6%	-0.2%	6%
CCCCn1c(=O)c2ccccc2c2ccccc2c1=O	-0.3%	42%	i	50	-0.5%	0.7	56	-1%	-1%	0.4%	2%
CCc1nc2c(c(=O)[nH]1)C(CC)(CC)Cc1ccccc1-2	-0.1%	4%	i	22	1.7%	0.6	54	1%	1%	-0.5%	1%
Cc1ccc(NC(=O)N(Cc2ccc3c(c2)OCO3)Cc2cc3cc4c(cc3[nH]c2=O)OCCO4)cc1	-0.1%	7%	i	15	-3.5%	1.1	51	-5%	-6%	-0.2%	9%
Cc1ccc(NC(=O)CN2C(=O)N/C(=C/c3ccc(C)s3)C2=O)cc1	-0.2%	16%	i	1	-1.7%	-0.8	79	-42%	1%	-0.4%	3%
C=CCOc1cccc(C2/C(=C(\O)c3ccc4c(c3)OCCO4)C(=O)C(=O)N2CCN2CCOCC2)c1 (stereo unspecified)	0.0%	-24%	i	65	1.3%	2.1	58	-12%	-7%	-0.3%	11%
c1ccc(C(c2ccccc2)c2nc(-c3cccnc3)no2)cc1	0.2%	40%	i	35	-1.2%	2.1	41	20%	-9%	-0.8%	2%
Cc1cccc(OCCCn2c(=O)oc3ccccc32)c1	-0.1%	-13%[20 µM]	i	60	-2.4%	0.8	57	-7%	10%	-0.1%	-8%
CN1CCN(C(=O)C2CCC(=O)N(CCc3cccc(F)c3)C2)CC1 (stereo unspecified)	-0.1%	-7%	i	38	-0.8%	0.2	77	-1%	4%	0.0%	0%
O=C1CC(c2ccc(O)cc2)Oc2cc(O)cc(O)c21 (stereo unspecified)	-0.2%	-18%	i	19	0.3%	2.1	75	-11%	-2%	0.2%	3%
CC(=O)NCCCNS(=O)(=O)c1ccc(C)cc1	-0.3%	3%	i	1	-5.2%	0.5	46	6%	4%	0.6%	-3%
COC(C(=O)NCc1ccc(C)cc1)c1ccccc1 (stereo unspecified)	0.5%	-45%[20 µM]	i	55	-1.1%	1.5	79	6%	16%	1.5%	4%
O=C(Nc1nncs1)C1CC(=O)N(C2CCCC2)C1 (stereo unspecified)	-0.1%	-6%	i	51	-0.5%	1.3	69	5%	2%	-0.1%	0%
O=C(N/C(=C\c1cccs1)C(=O)N1CCCCCC1)c1ccccc1	0.0%	3%	i	17	0.1%	0.4	44	-7%	31%	-0.4%	12%
CN1C(=O)C(C)(C)c2cc(S(=O)(=O)NCC3CCC(C(=O)NCc4ccccc4)CC3)ccc21 (stereo unspecified)	-0.1%	-31%[20 µM]	i	10	-6.4%	-0.9	56	x	2%	-0.7%	-10%
O=C(Nc1ccc(N2CCOCC2)cc1)c1ccc([N+](=O)[O-])cc1	-0.8%	-6%	i	57	-0.4%	0.3	28	-2%	14%	0.5%	-11%
CN(c1ccc(C(=O)Nc2ccccc2C(=O)N2CCCC2)cc1)S(C)(=O)=O	0.6%	-70%	i	27	4.7%	-1.6	54	2%	4%	0.9%	-12%
Cn1cccc1CNCc1ccc(F)cc1	0.1%	13%	i	51	1.3%	0.0	35	4%	-12%	-0.9%	-1%

Structures from the list above that contain a thiophene ring, fused or not:
SMILES	GPR55 beta-arrestin	KOR beta-arrestin-1	T cell HTS	T cell HTS vesicle-bound %	KOR beta-arrestin-2	NTR1 agonist	NTR1 agonist cell count 20 µM	PhoP inhibition	GPR35 arrestin U2OS	West Nile virus CPE	GPR55 LPI antagonism
O=c1[nH]c(CN2CCN(c3ccccc3)CC2)nc2scc(-c3ccccc3)c12	-0.2%	-12%	i	37	-1.6%	0.2	50	-13%	12%	-0.2%	4%
Cc1ccc(NC(=O)CN2C(=O)N/C(=C/c3ccc(C)s3)C2=O)cc1	-0.2%	16%	i	1	-1.7%	-0.8	79	-42%	1%	-0.4%	3%
O=C(N/C(=C\c1cccs1)C(=O)N1CCCCCC1)c1ccccc1	0.0%	3%	i	17	0.1%	0.4	44	-7%	31%	-0.4%	12%

(cont.)
SMILES	GPR55 beta-arrestin	KOR beta-arrestin-1	T cell HTS	T cell HTS vesicle-bound %	KOR beta-arrestin-2	NTR1 agonist	NTR1 agonist cell count 20 µM	PhoP inhibition	GPR35 arrestin U2OS	West Nile virus CPE	GPR55 LPI antagonism
O=C(O)CCCNc1ccc(S(=O)(=O)N2CCCCC2)cc1	0.2%	1%[20 µM]	i	32	x	-0.6	42	5%	1%	1.6%	13%
C#Cc1ccc([C@@H]2C=C(C(=O)NCc3ccccc3)O[C@H](OCc3ccc(CO)cc3)C2)cc1	0.1%	-24%	i	26	2.3%	4.4	55	-4%	-12%	x	8%
CC1CN(C(=O)CCC(=O)N2CCN(c3cccc(C(F)(F)F)c3)CC2)c2ccccc2O1 (stereo unspecified)	-0.2%	8%	i	43	-1.5%	2.2	79	11%	-10%	0.5%	9%
C/C(=N\Nc1nc(N2CCOCC2)nc(N2CCOCC2)n1)c1cccs1	-0.4%	-20%	i	50	-2.9%	-1.3	45	6%	-10%	-0.3%	2%
CCOC(=O)C1(Cc2ccccc2Cl)CCN(C(=O)c2cnccn2)CC1	0.0%	3%	i	47	-5.8%	-0.7	32	3%	3%	1.1%	-2%
CCOc1ccc2c(c1)nc(C)n2C	-0.1%	-7%	i	41	8.5%	0.2	41	3%	0%	0.4%	0%
O=C(CNC(=O)c1cccc(Br)c1)N/N=C/c1cn[nH]c1-c1ccccc1	0.2%	-6%	i	53	-6.1%	0.6	88	-6%	-4%	-0.9%	-1%
CCC(C(=O)NC1CCCCC1)n1nc(C)c2c(C)n(-c3ccccc3)nc2c1=O (stereo unspecified)	0.6%	30%	i	25	0.2%	-0.6	63	-6%	-28%	-0.1%	14%
CCOC(=O)Cc1csc(SCC(=O)/C(C#N)=C(\C)N)n1	0.3%	-17%	i	32	-3.2%	-2.5	90	-1%	-24%	-0.2%	-9%
COc1ccc(C(=O)Nc2ccccn2)cc1S(=O)(=O)N1CCOCC1	-0.1%	-35%	i	58	7.3%	0.5	46	-3%	-17%	-0.5%	5%
O=C(NCCc1ccccc1Cl)C1CC(=O)N(C2CCCCC2)C1 (stereo unspecified)	x	9%	i	46	-3.3%	3.0	47	-1%	4%	0.0%	-5%
Cc1ccc(COC(=O)c2nn(C)c(=O)c3ccccc23)cc1	-0.2%	-20%	i	32	-1.1%	2.0	58	8%	14%	-1.0%	0%
CN1C(=O)c2cccc3c(S(=O)(=O)N(C)C)ccc1c23	0.9%	-14%[20 µM]	i	61	1.7%	0.0	52	1%	8%	-0.2%	-8%
C/C(=N\NC(N)=S)C1C2C3CC4C5CC(C42)C1C53 (stereo unspecified)	-0.4%	-5%	i	33	-2.9%	2.3	37	-5%	9%	-0.9%	12%
COc1ccccc1Cn1c(=S)[nH]c2cc(C(=O)NCC3CCCO3)ccc2c1=O (stereo unspecified)	-0.3%	19%	i	36	-3.8%	1.3	54	-2%	-5%	0.2%	3%
CCN(CC)C(=O)c1cc2c(=O)oc3ccccc3c2s1	-0.2%	16%	i	57	2.7%	1.2	46	-1%	21%	-0.5%	1%
COC(=O)c1cc(C(=O)c2c(C)cc3ccccn23)cc([N+](=O)[O-])c1	0.3%	-36%	i	1	-0.6%	-0.4	54	4%	9%	0.5%	-18%
CCN1CCN(CCCNC(=O)c2cc3sccc3n2CC)CC1	0.6%	6%	i	47	-3.6%	1.0	88	-4%	13%	-0.2%	-6%
Cc1nc2cc(C(F)(F)F)ccc2n1C1CCN(CC(=O)NC(C)(C)C)CC1	-0.1%	-9%	i	35	17%	-0.4	98	9%	6%	-0.9%	-4%
O=C(Nc1cnn(Cc2ccc(F)cc2)c1)C(c1ccccc1)c1ccccc1	0.0%	-4%	i	48	0.1%	4.9	54	17%	15%	-1.8%	7%
Cc1ccc([N+](=O)[O-])cc1S(=O)(=O)Nc1ccccn1	-0.2%	15%	i	43	-1.9%	1.6	52	13%	-23%	0.1%	16%
Cc1nc2oc3ccc(F)cc3c(=O)c2cc1C(=O)O	0.0%	4%	i	42	-4.7%	-0.4	88	3%	4%	-0.3%	10%
Cc1ccc(CNC(=O)CN2C(=O)COc3ccc(C)cc32)cc1	-0.1%	-16%	i	35	3.9%	-3.4	93	-3%	-1%	-0.7%	31%

This is a random part of the collection. About 0.62% of those tested had a hit in this group.
